High-throughput results as filed in PubChem BioAssay.
ARNT-TACC3 inh – disruptors of human ARNT/TACC3 interaction; AlphaScreen His-ARNT PAS-B/GST-TACC3 binding, luminescence; TACC3 fragment carries E629A point mutation; AID 623870; actives 0.66% (n = 390,000); inhibition, % at 9.99 µM; Q9Y6A5;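 active = mean inhibition of replicates at least 50% and at least half of replicates each reaching 50%; inconclusive = half or more replicates reach 50% but mean below 50%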;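 note: 0% = complete ARNT plus TACC3 wells and 100% = ARNT alone without TACC3; many hits fall short of the cut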
INS-1E GSIS act – GLuc luminescence reporter in INS-1E cells, primary screen for activators of glucose-dependent secretion of insulin; INS-1E GLuc reporter insulin secretion, 2-3 h; activation, % at 16.6 µM; actives 0.61% (n = 370,000);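 active = lowest replicate activation of at least 40%, so every replicate reaches that level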;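 note: 0% = median of neutral control wells and 100% = median of IBMX positive control wells; some compounds called inactive have numbers as strong as hits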
PglD inh – PglD (C. jejuni) enzyme inhibition | actives 0.098% (n = 360,000) | AID 602405 | purified PglD enzyme, DTNB colorimetric CoA detection | inhibition, % at 12.5 µM; in the data active = inhibition above about 16%, passing the limit was not always enough; inconclusive = no clear call, values can overlap the other calls; note: strong numbers were not always called active
Cneo AK release – causes C. neoformans cell lysis. adenylate kinase release luminescence, 4 h; normalised: neutral wells 0, clomiphene wells 100. lysis activity, % at 15 µM. actives 0.2% (n = 360,000);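 active = mean lysis activity across replicates of at least 80%, whatever share of replicates individually reach that level; inactive = mean lysis activity below 80%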
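Material: C. neoformans cells | Amount: Yeast cell density of 5 × 10^6 cells/mL | Medium: Fresh YPD growth medium | Dosing: Single dose | Times: Static 4 h at 37 °C with compound, 1 h detection | Detection: AK luminescence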
PAX8 inh HTS – PAX8 transcriptional activity inhibition; actives 1.2% (n = 360,000); inhibition, % at 12.6 µM; RMG-I TPO-luciferase reporter, SteadyGlo, 24 h; AID 652154;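 active = mean replicate inhibition at least 60% with every replicate also reaching 60%; inconclusive = only one of the two criteria is met; inactive = mean below 60% and not all replicates reaching 60%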;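 note: luciferase light reporting Pax8 driven TPO promoter activity; plate controls were median of neutral control wells for no effect and mitoxantrone controls for full effect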
Statin myotox sup – suppression of simvastatin myotoxicity; AID 602340; actives 0.78% (n = 330,000); C2C12 myotubes + simvastatin, ATP luminescence, 48 h; scaled: DMSO 0, geranylgeraniol control 100; rescue of ATP level, % at 7.49 µM;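 active = mean ATP rescue above about 67%, or every replicate alone reaching that limit, limit read from the data, passing the limit was not always enough; inconclusive = no clear call, values can overlap the other calls; inactive = mean under the limit and some replicate under it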;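 note: myotubes were challenged with 10 µM simvastatin during compound exposure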
PGC1a acetyl inh – lowers PGC1a acetylation signal in U2OS cells. actives 0.17% (n = 350,000). AID 651687. inhibition, % at 15.6 µM. AlphaScreen anti-acetyl-lysine; with virally co-expressed GCN5 acetyltransferase;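 active = every replicate shows inhibition of at least 40%; inconclusive = mean inhibition at least 40% but some replicate below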;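 note: 0% = neutral control wells and 100% = positive control wells; some results beyond the cut were filed as inactive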
LGR2 inh – inhibitors of bursicon-induced Drosophila LGR2 receptor cAMP signaling | HEK293 LGR2, CRE-luciferase, bursicon-stimulated, 4 h | inhibition, % at 9.99 µM | actives 0.35% (n = 380,000) | AID 720647;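 active = drop in luminescence signal, shown as inhibition above about 50% in the replicate tests, limit read from the data, passing the limit was not always enough; inconclusive = probably only some replicates passing the limit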;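 note: agonist challenge used bursicon conditioned medium at about half maximal strength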
* hit, by the source's call; ? = inconclusive; . = no result given; & = joins results of further samples.

Molecule,ARNT-TACC3 inh,INS-1E GSIS act,PglD inh,Cneo AK release,PAX8 inh HTS,Statin myotox sup,PGC1a acetyl inh,LGR2 inh
COCCNC(=O)C[C@H]1CC[C@H]2[C@@H](COc3ccc(NC(=O)Nc4cccc(F)c4)cc3C(=O)N2C)O1,6,-2,-1,2,2,0,1,14
O=C(C[C@@H]1CC[C@@H]2[C@H](COC[C@@H](O)CN2Cc2cc(F)cc(F)c2)O1)NC1CCCC1,-11,0,-2,0,7,24,-16,4
COC(=O)C(CCSC)NC(=O)CNS(=O)(=O)c1ccc(Br)cc1 (configuration not stated),-1,.,-1,-1,3,-9,2,.
O=C(c1csc2ccccc12)n1cccn1,-13,10,-1,2,.,1,2,-10
COc1ccc(-c2sc3cc(OC)c(OC)cc3c2-c2ccc(O)cc2)cc1,0,6,-1,-2,9,-32,.,-3
O=C(CCN1CCCCC1)NCC[C@H]1CC[C@@H](NC(=O)c2ccc(F)cc2)[C@H](CO)O1,-7,7,1,-2,18,-8,3,13
O=C(CCC(=O)c1ccc(Oc2ccccc2)cc1)Nc1cccc(Cl)c1Cl,-11,3,.,.,-15,.,.,6
CC(C)c1nnc(NC(=O)c2cnccn2)s1,50*,.,5,2,.,1,5,.
CC(=O)c1[nH]c(C)c(C(=O)N2CCCC(Nc3ccc(C(C)C)cc3)C2)c1C (configuration not stated),18,-10,-6,-19,10,-11,.,2
Cc1cc(C)c(S(=O)(=O)c2ccccc2)c(OC(=O)c2cc(F)c(F)cc2Cl)n1,-1,.,5,0,.,-11,7,.
O=C(CCN1CCOCC1)NNC(=S)NC(=O)c1ccccc1,48*,-6,-2,3,5,-6,-7,6
CCC(CC)C(=O)NCCc1ccc(S(N)(=O)=O)cc1,-10,.,8,1,-7,9,14,.
C[C@H]1CN([C@@H](C)CO)C(=O)c2cc(NC(=O)C3CCCCC3)ccc2O[C@H]1CN(C)Cc1ccc(-c2ccccc2)cc1,7&-1,-11&-17,-3&0,0&-1,26,-3&-35,7&2,4&6
O=C(NCCS(=O)(=O)N1CCN(c2ccccc2)CC1)C1CCCC1,3,-5,-3,-2,-1,.,.,-40
COCCNc1ccc(N2C(=O)CCCC2=O)cc1[N+](=O)[O-],3,9,.,.,11,-2,10,7

A portion from further up, for reference:
Molecule,ARNT-TACC3 inh,INS-1E GSIS act,PglD inh,Cneo AK release,PAX8 inh HTS,Statin myotox sup,PGC1a acetyl inh,LGR2 inh
COCCNC(=O)C[C@H]1CC[C@H]2[C@@H](COc3ccc(NC(=O)Nc4cccc(F)c4)cc3C(=O)N2C)O1,6,-2,-1,2,2,0,1,14
O=C(C[C@@H]1CC[C@@H]2[C@H](COC[C@@H](O)CN2Cc2cc(F)cc(F)c2)O1)NC1CCCC1,-11,0,-2,0,7,24,-16,4
COC(=O)C(CCSC)NC(=O)CNS(=O)(=O)c1ccc(Br)cc1 (configuration not stated),-1,.,-1,-1,3,-9,2,.

Continuation.
Molecule,ARNT-TACC3 inh,INS-1E GSIS act,PglD inh,Cneo AK release,PAX8 inh HTS,Statin myotox sup,PGC1a acetyl inh,LGR2 inh
Cc1cc(-c2nnc(SCC(=O)Nc3ccc(F)c(F)c3)n2N)n[nH]1,-1,1,2,0,-19,6,18,-6
COc1cccc(C(=O)Nc2ccc3c(c2)C(=O)N(C)[C@H]2CC[C@@H](CC(=O)N[C@@H](C)c4ccccc4)O[C@H]2CO3)c1,-4,-14,1,54,17,-38,-4,-10
O=C(NCc1cccnc1)c1ccc(-c2cc(Cl)ccc2Cl)o1,-1,-5,.,.,11,.,.,-10
COc1ccccc1OCC(=O)N1CCCC(Nc2ccc(C)c(C)c2)C1 (configuration not stated),8,-11,4,0,-6,.,-15,-14
Cc1ccc(Oc2ccc(NC(=O)C3=CC=CN4CCS(=O)(=O)N=C34)cc2)cc1,-2,26,4,1,-7,-17,-13,15
Cc1cccn2c(Nc3ccccc3)c(-c3ccccn3)nc12,34,-9,4,13,15,-14,-3,-3
CCc1nnc(NC(=O)CCNC(=O)c2ccccc2Cl)s1,.,2,-5,0,-5,18,.,-22
O=C(NCc1ccccn1)c1cc(-c2ccc(-c3ccccc3)cc2)nc2ccccc12,32,-7,.,.,-60,-10,-15,-20
CC(CCc1ccccc1)NC(=O)c1ccccc1 (configuration not stated),-7,-5,-11,0,.,13,-4,-19
COc1cc(Cl)c(C)cc1N1C(=O)CN(Cc2ccccc2)C1=S,-2,-6,-2,-5,5,-9,1,4
COc1ccc(N(CC(=O)Nc2ccc3c(c2)OCCO3)S(C)(=O)=O)c(OC)c1,.,.,2,-1,.,-5,5,.
CCCCN(C(=O)c1cccc(S(=O)(=O)N2CCCCC2)c1)C1CCS(=O)(=O)C1 (configuration not stated),0,0,.,.,0,5,-4,1
CC(=O)c1cccc(NC(=O)CN2C(=O)c3cccnc3Oc3ccc(Cl)cc32)c1,6,1,.,.,39,.,.,-3
CCN(c1ccccc1)S(=O)(=O)c1ccc(OC)c(NC(=O)Cc2ccc(F)cc2)c1,-4,-16,6,-2,6,-18,?,4
Cc1ccc(N(Cc2ccccc2)C(=O)c2ccc(S(=O)(=O)N3CCOCC3)cc2)cc1,25,-19,.,.,3,.,-3,-2
C[C@@H]1CN([C@H](C)CO)C(=O)c2cc(C#CC(C)(C)O)cnc2O[C@H]1CN(C)C(=O)C1CC1,-8,16,-4,-4,.,.,-1,6
O/N=C/c1cn(-c2ccccc2)nc1-c1ccccc1,-8,29,-3,1,9,-17,25,-16
CCC(NC(=S)NC1CCCCC1)c1ccccc1 (configuration not stated),1,-33,2,24,15,9,.,5
O=C(CS(=O)(=O)c1ccccc1)Nc1ccc(S(=O)(=O)Nc2ncccn2)cc1,-5,8,.,.,-5,.,.,28
CCCn1c(SCC(=O)c2c(C)[nH]c(C)c2C(=O)OCC)nc2ccccc21,1,-53,4,.,12,.,-5,2
CCCC(=O)N(Cc1cc(=O)[nH]c2ccccc12)c1ccc(OC)cc1,-9,2,.,.,20,.,.,5
Cc1ccc(S(=O)(=O)C2(C(=O)N3CCCCC3C)CC2)cc1 (configuration not stated),-2,14,2,2,.,4,1,-14
C[C@@H]1CN([C@@H](C)CO)C(=O)c2cc(NC(=O)Nc3cccc4ccccc34)ccc2O[C@H]1CN(C)S(C)(=O)=O,-7,17,2,3,14,-1,3,11
CC(=O)NNC1=Nc2ccccc2N(C)C(C)C1 (configuration not stated),-11,12,.,.,4,.,.,4
CC(C)Sc1cc(Cl)nc(NC(=O)Nc2ccccc2)n1,1,13,1,0,38,2,-6,-15
CC(C)CC1(C)NC(=O)N(CC(=O)Nc2ccc(F)c(F)c2F)C1=O (configuration not stated),-7,-29,-6,-4,8,-2,8,18
CCOC(=O)C1CCN(S(=O)(=O)Cc2ccccc2)C1=O (configuration not stated),2,20,.,.,.,-4,3,9
COc1cccc(-c2cc3nc(C)cc(N4CCN(C(=O)c5ccoc5)CC4)n3n2)c1,.,-6,3,-1,26,-9,-3,-7
Cc1cc(C)cc(NS(=O)(=O)c2coc(C(N)=O)c2)c1,-2,-1,-4,-1,-19,4,.,16
COc1ccccc1CC(=O)N1CCOCC1,6,-6,3,0,-17,-10,.,-2
CCOC(=O)C1=C(C)OC(N)=C(C#N)C1c1ccc(C)o1 (configuration not stated),4,.,.,1,.,21,4,.
C/C=C/c1cnc2c(c1)C(=O)N([C@@H](C)CO)C[C@H](C)[C@H](CN(C)Cc1ccccc1)O2,5,5,-1,-2,.,1,1,4
COc1ccc(-c2ccc3c(c2)S(=O)(=O)c2cccc(C(=O)NCCOc4ccccc4)c2C3=O)cc1OC,0,.,-2,2,.,-4,-8,.
CCC[C@@H](CNC)NC[C@H](Cc1ccccc1)NCCCCc1ccccc1,24,-7,2,-2,26,-104,-17,6
Cc1c(OCC(=O)N2C[C@H]3C[C@@H](C2)c2cccc(=O)n2C3)ccc2c3c(c(=O)oc12)CCCC3,3,-11,-4,-2,.,7,8,16
COc1ccc(C(=O)Nc2ccnn2C2CCN(Cc3ccn[nH]3)CC2)cc1,0,-7,-1,1,-1,-1,2,-3
O=C(CC1NC(=O)NC1=O)Nc1ccc(Cl)cc1 (configuration not stated),-3,.,-1,2,1,5,-5,.
CCCN(C)C[C@@H]1OCc2cnnn2CCCC(=O)N([C@H](C)CO)C[C@H]1C,-5,9,-4&3,0&-4,-2&-1,-9&24,-4&2,.
COc1ccc(N(C)S(=O)(=O)c2cccc(C(=O)Nc3nc(C)cs3)c2)cc1,2,9,2,-1,-8,15,-10,-10
CCCCCCC1(C)NC(=O)N(C(C)C(=O)Nc2ccc(N3CCOCC3)cc2)C1=O (configuration not stated),4,-7,-1,0,1,9,10,-13
COc1ccc(NC(=O)C(CC(C)C)NC(=O)C2CCC(C)CC2)c(OC)c1 (configuration not stated),-2,4,-3,-2,1,5,-10,-1
Cc1cc2oc(=O)cc(CN3CCN(S(=O)(=O)c4ccc5c(c4)OCCO5)CC3)c2cc1C,-3,.,1,-7,22,-12,4,.
COC(=O)C1=C(C)N(Cc2ccccc2)C(=S)N[C@H]1c1cccc(F)c1,8,-14,-3,180*,-9,5,.,20
COc1ccc(N2CCN(CCCNC(=O)C3(S(=O)(=O)c4ccc(Cl)cc4)CC3)CC2)cc1,7,.,1,0,.,?,-21,.
Cc1ccc(NC(NC(=O)c2cccnc2)C(Cl)(Cl)Cl)cc1 (configuration not stated),-1,-16,-4,7,-1,-3,-8,4
CC(C)(C)c1cc(C(F)(F)F)n2ncc(-c3ccccc3)c2n1,-1,-6,-2,34,3,5,-6,10
CC(=O)c1ccc(OCCCC(=O)Nc2nnc(C3CC3)s2)cc1,0,10,1,-1,.,-2,4,7
C[C@@H]1CN([C@H](C)CO)C(=O)c2cccc(NS(=O)(=O)c3ccc(F)cc3)c2O[C@H]1CN(C)C(=O)Nc1ccc2c(c1)OCO2,-2,10,2,-9,5,23,0,1
CCOC(=O)c1[nH]c(C)c(/C(O)=C2\C(=O)C(=O)N(CCCN(CC)CC)C2c2cccnc2)c1C (configuration not stated),-5,.,5,0,.,-7,.,.
C[C@@H]1CN([C@H](C)CO)C(=O)Cc2cc(NC(=O)Nc3cccc4ccccc34)ccc2O[C@H]1CN(C)Cc1ccc(C(=O)Nc2ccccc2N)cc1,.,17,.,.,25,.,2,-26
N#C/C(=C\c1c(N2CCN(Cc3ccccc3)CC2)nc2ccccn2c1=O)S(=O)(=O)c1ccccc1,4,-7,.,.,10,12,7,10
C=C1CC2C(=O)N(Cc3cc(OC)ccc3OC)C(C(=O)OCC)(C(=O)OCC)C1N2C(=O)OC(C)(C)C (configuration not stated),.,-22,1,-2,-5,-14,.,-7
COCC(=O)N[C@@H]1CC[C@@H](CC(=O)N2CCCCC2)O[C@H]1CO,2,9,4,8,5,-2,-9,5
O=C(NC1CCCCC1)c1cc(-c2cccs2)on1,-2,.,-5,-1,-156,-30,-5,-44
O=C(CNC(=S)N(Cc1ccccc1Cl)C1CCCC1)NCCN1CCOCC1,-5,23,.,.,-9,.,1,-2
CC1=CCP(=O)(c2ccccc2)C1 (configuration not stated),-4,.,-2,1,.,7,.,.
C[C@@H](NC(=O)C[C@H]1C=C[C@H](NC(=O)C2CC2)[C@@H](CO)O1)c1ccccc1,3,-3,-4,2,0,5,5,1
